p53ts 32C tox – qHTS Screen for Compounds that Selectively Target Cancer Cells with p53 Mutations: Cytotoxicity of p53ts Cells at the Permissive Temperature; Potency, µM (top dose mostly 46.1 µM), inactives show top-dose activity change, negative = cytotoxicity, most hits filed as cytotoxic; H1299-p53A138V at 32C, ATP luminescence viability, 24 h; hit rate 0.93% among 130,000; AID 924, 2007;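 further: 0% = DMSO and -100% = full killing by reference compound; nearly all actives have a fitted effect of over 55% in size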
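H1299-p53 A138V cells (temperature-sensitive p53) exposed 24 h to up to 46 uM compound at 32C, where p53 is wild-type in conformation. Viability read as ATP luminescence and normalised to DMSO and 100 uM tamoxifen. AC50 fitted with the Hill equation.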
p53ts 39C kill – qHTS Screen for Compounds that Selectively Target Cancer Cells with p53 Mutations: Cytotoxicity of p53ts Cells at the Nonpermissive Temperature; H1299-p53A138V viability at 39C, ATP luminescence, 24 h; hit rate 1.5% among 130,000; AID 902, 2007; Potency, µM (highest dose often 46.1 µM), without a hit: at the top dose activity change, negative = cell killing, most hits filed as cytotoxic; further: nearly all actives have a fitted effect of over 55% in size
IkB signaling – IkB Signaling; ABC-DLBCL IkBa-CBG/CBR dual luciferase ratio, 4 h; response scale: scaled: untreated 0%, proteasome inhibitor 100%; Potency, µM (highest dose often 57.1 µM), for inactives: at the highest dose IkBa stabilization activation; hit rate 0.04% among 110,000; active means well fitted curve in the direction sought with a large enough effect in the signal ratio, not every such curve was filed as active; inconclusive means small, poorly fitted or top-dose-only effect, or a change in a side signal; the % refers to the signal ratio;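 further: the direction sought is a rising ratio; 0% = basal untreated cells and 100% = reference inhibitor full response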
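In this assay, an IκBα–CBG68 fusion accumulates when IKK-driven degradation is blocked; native CBR normalizes for cell number. OCI-Ly3 cells were treated 4 h with compound and doxycycline, then green and red light read after Chroma-Glo addition.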
Peg3 imprint – qHTS Assay for Compounds that Induce Erasure of Genomic Imprints. mouse ES Peg3-LacZ reporter, beta-gal luminescence, 40 h. Potency, µM (highest dose often 60.7 µM), for the others: top-dose activity change, positive = activation, usual class: activators. hit rate 0.02% among 110,000. AID 1948, 2009;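 further: 0% = negative control wells on the plate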
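Imprint erasure is scored as LacZ activity from the silenced maternal Peg3 allele in feeder-free female ES cells cultured 40 h with LIF. Luminescence is normalized to in-plate negative controls and fitted to the Hill equation.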
Starred values were filed as active, the others as inactive; ? = inconclusive; · = not tested or not shown; & = joins results of further samples; [ ] = dose if it differs, or a comment. Unless noted, the call rests on the fitted dose curve; in most records, active means well fitted curve in the direction sought with a large enough effect; inconclusive means small, poorly fitted or top-dose-only effect, or another doubt; inactive means no such curve, though single readings can be large; an effect the other way counts as inactive or inconclusive. Unless noted, on the % scale 0 is the no-effect control and ±100 the full control effect; potency means the concentration at half of the fitted maximal effect.

No.	structure	p53ts 32C tox	p53ts 39C kill
1	C=CCOC(=O)COc1cc(C)cc2oc(=O)c3c(c12)CCC3	19%	-10%
2	O=C(Oc1ccccc1)N1CCC2(CCCN(Cc3nccs3)C2)CC1	-30%	?
3	COc1cccc(N2CCN(Cc3cccc(Cl)c3)CC2)c1	-8%	-4%
4	CC(C)C(N)C(=O)OCCOCn1cnc2c(=O)[nH]c(N)nc21 (stereo not given)	0%	-5%
5	COC(=O)[C@@]1(Cc2ccc(F)cc2)[C@H]2c3cc(C(=O)N(C)C)[nH]c3C[C@H]2CN1C(=O)c1ccccc1	12%	17%
6	O=C(c1cccc(N2CCCC2=O)c1)N1CCC2(CC1)OCCO2	-6%	11%
7	O=C(Oc1ccc2ccc(OC(=O)N3CCOCC3)cc2c1)N1CCOCC1	-11%	-25%
8	O=C(c1ccc(CNS(=O)(=O)c2ccccc2)cc1)N1CCC2(CC1)OCCO2	-1%	-7%
9	Cc1[nH]c2c(Cl)cccc2c1CCN	-14%	-12%
10	C[C@H](Br)C(=O)N[C@H](CO)C(=O)O	-9%[9.22 µM]	2%[9.22 µM]
11	N=C1C(c2ccccc2)=C(O)CN1Cc1ccco1	6%	-12%
12	Fc1ccc2c(c1)nnn2C1CCN(Cc2ccccc2)CC1	-7%	-19%

No.	IkB signaling	Peg3 imprint
1	13%	3%
2	3.6%[11.4 µM]	·
3	2.8%	-9%
4	·	-5%
5	·	5%
6	-0.7%	-6%
7	-3.4%	-48%[inhibitor]
8	-0.6%	2%
9	0.5%	-35%[inhibitor]
10	-0.1%[11.4 µM]	-11%[10.9 µM]
11	0.2%	-1%
12	-3.3%	-9%

(continued)
No.	structure	p53ts 32C tox	p53ts 39C kill
13	N#CS.N=C=S.N=C=S.[Cu].[NH2-].[NH2-].[NH2-].[NH2-].c1ccc2ncccc2c1	0%[9.22 µM]	-1%[9.22 µM]
14	COc1ccc(CCn2c(O)c(C=NCc3ccc4c(c3)OCO4)c(=O)[nH]c2=O)cc1OC	1%	7%
15	CCCCCCCCCCCCCl	-1%[1.84 µM]	2%
16	CN1CCC2(CC1)CCN(C(=O)c1ccco1)CC2	0%	4%
17	Cc1ccc(S(=O)(=O)Nc2cc(C(=O)N3CCC4(CC3)OCCO4)ccc2N2CCCCC2)cc1	-2%	-13%
18	COc1cc(N)c(Cl)cc1C(=O)N[C@@H]1CN2CCC1CC2	2%	-3%
19	C[N+]1(C)[C@@H]2CC[C@H]1CC(OC(=O)[C@@H](CO)c1ccccc1)C2 (stereo not given in full)	2%[20.6 µM]	8%[20.6 µM]
20	ClC(Br)Br	5%[1.84 µM]	2%
21	CC(=O)C1C2c3ccccc3OC1(C)N=c1s/c(=C/c3cnn(C)c3)c(=O)n12 (stereo not given)	1%	-9%
22	N#Cc1cc([N+](=O)[O-])ccc1NC(=O)c1cccn(Cc2cccc(F)c2)c1=O	-6%	-16%
23	Nc1c(C(=O)OCC2CCCO2)c2nc3ccccc3nc2n1Cc1cccs1 (stereo not given)	-3%	-9%
24	NC(=O)CN1CC(c2ccccc2)CC1=O (stereo not given)	-8%	6%

No.	IkB signaling	Peg3 imprint
13	0.7%[11.4 µM]	-13%[10.9 µM]
14	0.8%	-13%
15	-0.6%	11%
16	0.6%[11.4 µM]	·
17	5.6%	-21%
18	0.1%	-14%
19	-1.0%[25.6 µM]	-5%[16.8 µM]
20	-0.7%	1%
21	0.6%	-3%
22	-0.5%	7%[10.9 µM]
23	?	-11%
24	-0.1%	-5%

Given with each value named: 4 of the compounds above.
22. N#Cc1cc([N+](=O)[O-])ccc1NC(=O)c1cccn(Cc2cccc(F)c2)c1=O
  p53ts 32C tox = -6%; p53ts 39C kill = -16%; IkB signaling = -0.5%; Peg3 imprint = 7%[10.9 µM]
18. COc1cc(N)c(Cl)cc1C(=O)N[C@@H]1CN2CCC1CC2
  p53ts 32C tox = 2%; p53ts 39C kill = -3%; IkB signaling = 0.1%; Peg3 imprint = -14%
24. NC(=O)CN1CC(c2ccccc2)CC1=O (stereo not given)
  p53ts 32C tox = -8%; p53ts 39C kill = 6%; IkB signaling = -0.1%; Peg3 imprint = -5%
17. Cc1ccc(S(=O)(=O)Nc2cc(C(=O)N3CCC4(CC3)OCCO4)ccc2N2CCCCC2)cc1
  p53ts 32C tox = -2%; p53ts 39C kill = -13%; IkB signaling = 5.6%; Peg3 imprint = -21%

Going on with the list.
No.	structure	p53ts 32C tox	p53ts 39C kill
25	CN=C=O	-13%[1.84 µM]	7%
26	O.O.[NH-]C1(C(=O)O)CCCC1.[NH-]C1(C(=O)O)CCCC1.[Ni+2]	-3%[9.22 µM]	4%[9.22 µM]
27	COc1ccc(N=C(C)c2c(O)n(C)c(=O)n(C)c2=O)c(OC)c1	0%	-1%
28	Cc1ccccc1-c1nc(CS(=O)CC(=O)N2CCC3(CC2)OCCO3)c(C)o1 (stereo not given)	9%	-5%
29	O=S(=O)(NCCO)c1cc[c]([Sb](=[O])([OH])[OH])cc1	14%[9.22 µM]	17%[9.22 µM]
30	COC1=CCC2([N+](=O)[O-])CN(C)CC1([N+](=O)[O-])C2 (stereo not given)	-9%	-29%
31	CC(C)C[C@H](NP(=O)(O)O[C@@H]1O[C@@H](C)[C@@H](O)[C@@H](O)[C@H]1O)C(=O)N[C@@H](Cc1c[nH]c2ccccc12)C(=O)O	11%	9%
32	Cc1cc(C(=O)N2CCC3(CC2)OCCO3)cs1	4%	6%
33	c1ccc(C2=NP(N3CCOCC3)(N3CCOCC3)=NC(N3CCOCC3)=N2)cc1	5%	0%
34	CCCN(CCC)CCc1c[nH]c2ccc(C(N)=O)cc12	-3%	20%
35	COc1ccc(NC(=O)c2oc3ccc(S(=O)(=O)N(C)C4CCCCC4)cc3c2C)cc1	10%	?
36	Cc1cccn2c(=O)c3c(nc12)N1CCC(Cc2ccccc2)CC1C1(C3)C(=O)N(C)C(=O)N(C)C1=O (stereo not given)	18%	11%

No.	IkB signaling	Peg3 imprint
25	0.6%	0%
26	0.3%[11.4 µM]	-23%[10.9 µM]
27	-1.4%	-18%
28	0.4%	-5%
29	0.4%[11.4 µM]	·
30	·	·
31	5.3%	·
32	1.2%	-12%
33	-0.1%	-4%
34	-8.0%	-8%
35	?	-21%[10.9 µM]
36	5.4%	-1%

Additional results:
No.	structure	p53ts 32C tox	p53ts 39C kill
37	CC1N(P(=O)(c2ccccc2)c2ccccc2)CC(O)(c2ccccc2)CC12CC2 (stereo not given)	17%	54%[activator]
38	CC(C)CN1CC[C@@]2(CCCN(C(=O)Oc3ccccc3)C2)C1	4%	-3%
39	CC1(C)C(O)CC(O)[C@]2(C)C1CC(=O)[C@]1(C)C2CC[C@@]2(C)C(c3ccoc3)OC(=O)C3OC321 (stereo not given in full)	-4%	1%
40	Cc1ccc2c(c1)CC1(CN2C)C(=O)NC(=O)N(c2cccc(C)c2C)C1=O (stereo not given)	18%	15%
41	Clc1cc(I)cc(Cl)c1NC1=NCCN1	3%	14%
42	CSc1ccc(/C=C/c2nc3ccccc3c(=O)n2-c2cccc(Cl)c2C)cc1	6%	-28%
43	CCC(CO)NC(=O)C1C=C2c3cccc4[nH]cc(c34)CC2N(C)C1 (stereo not given)	-13%	-9%
44	Cc1ccc(CCNC(=O)C2CCCN(Cc3nc(-c4cccc(Cl)c4)oc3C)C2)cc1 (stereo not given)	-4%	?
45	O=c1c2ccccc2nc(/C=C/c2cccc3ccccc23)n1-c1ccc(Cl)cc1	3%	?
46	Cc1ccc(S(=O)(=O)O[C@H]2CN3CCC2CC3)cc1	2%[9.22 µM]	-1%[9.22 µM]
47	Cc1ccc([N+](=O)[O-])cc1	3%[1.84 µM]	1%
48	ClC1C(Cl)C(Cl)C(Cl)C(Cl)C1Cl (stereo not given)	7%	0%

No.	IkB signaling	Peg3 imprint
37	·	-11%
38	-2.3%[11.4 µM]	·
39	·	-14%
40	2.0%	-13%
41	4.0%	-13%
42	?	-16%[10.9 µM]
43	·	6%
44	?	-18%[10.9 µM]
45	?	-22%[10.9 µM]
46	0.7%[11.4 µM]	5%[10.9 µM]
47	1.8%	-2%
48	·	-1%&9%

Next compounds
No.	structure	p53ts 32C tox	p53ts 39C kill
49	CCCC12CN3CC(C)(CN(C1)C3c1ccccn1)C2=O (stereo not given)	-13%	-14%
50	COc1cc(OC)cc(C(=O)Nc2nc(-c3nnn(-c4ccc(C)cc4)c3C)ns2)c1	?	?
51	Cc1cc2n(n1)C(c1cc(C(C)(C)C)c(O)cc1O)Nc1ccccc1-2 (stereo not given)	-6%	?
52	ClCC(Br)CBr (stereo not given)	5%[1.84 µM]	7%
53	CC1CCN2c3nc4ccccn4c(=O)c3CC3(C(=O)N(C)C(=O)N(C)C3=O)C2C1 (stereo not given)	11%	-7%
54	Cc1cccnc1-n1c(-c2ccco2)nc2ccccc2c1=O	7%	4%
55	CN(C)C(=O)Oc1cc(OC(=O)N(C)C)cc([C@@H](O)CNC(C)(C)C)c1	-6%[20.6 µM]	0%[20.6 µM]
56	O=C(Nc1ccc(Br)cc1C(=O)c1ccccc1Cl)c1ccc(Br)cc1	6%	-15%
57	ClCCOCOCCCl	0%[1.84 µM]	9%
58	COc1ccc(CCNC(=O)CCn2c(=O)c3ccccc3n(Cc3ccc(Cl)cc3)c2=O)cc1OC	?	?
59	COc1cc(-c2nc3ccc(Cl)cn3c2Nc2ccc3c(c2)OCCO3)ccc1O	3%	?
60	CCc1ccc(NC(=O)C(C)OC(=O)c2c(C)nn(Cc3ccccc3)c2Cl)cc1 (stereo not given)	-1%	-7%

No.	IkB signaling	Peg3 imprint
49	?	15%[10.9 µM]
50	-1.8%	18%[10.9 µM]
51	?	-2%[10.9 µM]
52	-1.0%	-4%
53	5.0%	0%
54	-0.7%	-10%
55	0.9%[25.6 µM]	-6%[16.8 µM]
56	2.1%	10%[10.9 µM]
57	-0.4%	4%
58	-2.7%	-14%[10.9 µM]
59	10%	-2%[10.9 µM]
60	·	·

The list continues.
No.	structure	p53ts 32C tox	p53ts 39C kill
61	Cc1cccc(-n2c(CC3C(=O)Nc4ccc(C)cc43)nc3ccccc3c2=O)c1 (stereo not given)	8%	-12%
62	[CH3][Hg][Cl]	9%[1.84 µM]	16µM*
63	CC(c1ccccc1)n1cncc1C(=O)O (stereo not given)	7%	3%
64	C[C@@]12CCC(Cl)C[C@H]1CCC1C2CC[C@]2(C)C(=O)CCC12 (stereo not given in full)	-2%	11%
65	OCC12COC3c4ccccc4C(OC1)N32 (stereo not given)	8%	-3%
66	NC(=O)CSP(=O)(c1ccccc1)c1ccccc1	-2%	-12%
67	C=Cn1ccnc1P(=S)(c1c(C)nn(-c2ccccc2)c1C)c1nccn1C=C	16%	-3%
68	CC(CCc1ccccc1)NC(C)C(O)c1ccc(O)cc1 (stereo not given)	4%	5%
69	CCN(CC)CCCN=Cc1c(O)n(CCc2ccc(OC)c(OC)c2)c(=O)[nH]c1=O	-2%	0%
70	CC(C)(C)c1ccc(C(=O)Nc2ccc(Cl)cc2C(=O)c2ccccc2)cc1	2%	6%
71	NNC(=O)c1ccc(Cl)cc1	-11%	-3%
72	CCCOC(=O)COc1cc(C)cc2oc(=O)c3c(c12)CCC3	1%	-2%

No.	IkB signaling	Peg3 imprint
61	?	14%[10.9 µM]
62	?	-46%[inhibitor]
63	·	·
64	·	11%
65	·	·
66	-1.0%	-5%
67	0.0%	-9%
68	·	-10%&-23%
69	-0.2%	-10%
70	3.1%	-15%[10.9 µM]
71	·	·
72	1.6%	-11%

(listing goes on)
No.	structure	p53ts 32C tox	p53ts 39C kill
73	COc1ccccc1N1CCN(Cc2c(F)cccc2F)CC1	-2%	3%
74	CC(CCC(=O)O)C1CCC2C3CC[C@H]4CC(O)CC[C@@]4(C)C3CC[C@@]12C (stereo not given in full)	43%[activator]	16%
75	CCOC(=O)C1=C(N)OC2=C(C(=O)CCC2)C12C(=O)Nc1ccccc12 (stereo not given)	-2%	8%
76	COC(=O)c1ccccc1-n1c(C)nc2ccccc2c1=O	5%	4%

No.	IkB signaling	Peg3 imprint
73	2.7%	-13%
74	·	5%
75	0.7%	-5%
76	2.2%	-10%

Bioassay records from PubChem BioAssay.

The list is partial; the hit share may differ from the screen's.
